# High-throughput results (PubChem BioAssay)
# Pol beta inh – inhibitors of human DNA polymerase beta; P06746; Pol beta primer extension/strand displacement, fluorescence kinetic; Potency, µM (series often up to 114 µM), for inactives: at the top dose activity change, negative = inhibition, hits mostly inhibitors; hit rate 1.3% among 340,000; note: potency is the fitted concentration of half-maximal effect; % is set by controls: 0 for no effect and ±100 for the full control effect
#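 Pol beta (10 nM) and compounds were preincubated 15 min at room temperature, then 50 nM substrate (final) started primer extension/strand displacement. Reads were taken at 0 and 10 min; concentration-response data were fitted to a four-parameter Hill equation.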
# RXFP1 antagonist – blocks the human relaxin receptor RXFP1; Q9HBX9; AID 1259400; activity change, negative = inhibition, % at 57.5 µM; HEK293-RXFP1, relaxin-stimulated cAMP HTRF, 30 min; hits give low values; hit rate 0.59% among 350,000;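 active = activity change of -60% or lower, but not beyond a set lower limit; inconclusive = change between -60% and -40%, or beyond the set limit; inactive = change above -40%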; note: % is set by controls: 0 for no effect and ±100 for the full control effect
# Tb PGK inh – blocks T. brucei phosphoglycerate kinase; P07378; PGK/GAPDH coupled, Kinase-Glo luminescence, 60 min; Potency, µM (titrated, usually from 57.5 µM), for inactives: at the highest dose activity change, negative = inhibition, most hits filed as inhibitors; hit rate 0.043% among 380,000; note: potency is the fitted concentration of half-maximal effect; % is set by controls: 0 for no effect and ±100 for the full control effect; nearly all actives have a fitted effect of over 60% in size
#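 Recombinant glycosomal PGK reaction used 1,3-bisphosphoglycerate generated in-well by GAPDH (100nM final) in 100mM TEA pH 7.6, 5mM MgCl2, 0.01% Tween-20. After 60 minutes at room temperature, ATP was read by Kinase-Glo Plus luminescence end-point.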
# APEX1 inh – inhibitors of human APE1 endonuclease. recombinant APE1, TAMRA/BHQ-2 abasic DNA cleavage fluorescence. Potency, µM (highest dose often 65.8 µM), for inactives: at the highest dose activity change, negative = inhibition, hits mostly inhibitors. P27695. AID 2517. hit rate 0.35% among 350,000;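 note: potency is the fitted concentration of half-maximal effect; plate controls were vehicle for no effect and reference inhibitor for full effect; nearly all actives have a fitted effect of over 55% in size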
#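 Measures dequenching upon AP-site incision of a 5'-TAMRA/3'-BHQ-2 THF-containing duplex, 50 nM; human APE1 0.75 nM after 15 min room-temperature exposure to compound; kinetic three-point read at one-minute spacing.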
# Apoferritin bind – binds horse apoferritin like a general anesthetic | hit rate 0.074% among 350,000 | apoferritin/1-aminoanthracene competitive binding, fluorescence | P02791 | Potency, µM (top dose mostly 77.5 µM), for inactives: at the top dose activity change, negative = displacement, actives largely listed as inhibitors; note: potency is the fitted concentration of half-maximal effect; % is set by controls: 0 for no effect and ±100 for the full control effect; nearly all actives have a fitted effect of over 20% in size
#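 Read-out: endpoint 1-AMA fluorescence, excitation 380 nm and emission 535 nm, after compounds sit 10 min at room temperature with 10 uM horse-spleen apoferritin in 50% saturated 1-AMA/PBS. Values come from four-parameter Hill fits.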
# POLH inh – inhibitors of human DNA polymerase eta; Q9Y253; recombinant Pol eta, fluorescent DNA replication assay; Potency, µM (series often up to 114 µM), for the others: top-dose activity change, negative = inhibition, most hits filed as inhibitors; hit rate 1.2% among 390,000; AID 588591; note: potency is the fitted concentration of half-maximal effect; % is set by controls: 0 for no effect and ±100 for the full control effect
#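 Pol eta at 10 nM preincubated with compounds 15 min at room temperature; reaction started with fluorescent substrate (50 nM final) and read kinetically at 0 and 10 min.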
# BLM helicase inh – blocks DNA unwinding by human BLM helicase; P54132; recombinant BLM DNA unwinding, fluorescence dequenching; Potency, µM (titrated, usually from 56.1 µM), inactives show at the highest dose activity change, negative = inhibition, hits mostly inhibitors; hit rate 0.2% among 350,000; AID 2528;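 note: potency is the fitted concentration of half-maximal effect; plate controls were vehicle for no effect and no enzyme for full effect; nearly all actives have a fitted effect of over 35% in size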
# Target sequence (P54132 whole entry, looked up): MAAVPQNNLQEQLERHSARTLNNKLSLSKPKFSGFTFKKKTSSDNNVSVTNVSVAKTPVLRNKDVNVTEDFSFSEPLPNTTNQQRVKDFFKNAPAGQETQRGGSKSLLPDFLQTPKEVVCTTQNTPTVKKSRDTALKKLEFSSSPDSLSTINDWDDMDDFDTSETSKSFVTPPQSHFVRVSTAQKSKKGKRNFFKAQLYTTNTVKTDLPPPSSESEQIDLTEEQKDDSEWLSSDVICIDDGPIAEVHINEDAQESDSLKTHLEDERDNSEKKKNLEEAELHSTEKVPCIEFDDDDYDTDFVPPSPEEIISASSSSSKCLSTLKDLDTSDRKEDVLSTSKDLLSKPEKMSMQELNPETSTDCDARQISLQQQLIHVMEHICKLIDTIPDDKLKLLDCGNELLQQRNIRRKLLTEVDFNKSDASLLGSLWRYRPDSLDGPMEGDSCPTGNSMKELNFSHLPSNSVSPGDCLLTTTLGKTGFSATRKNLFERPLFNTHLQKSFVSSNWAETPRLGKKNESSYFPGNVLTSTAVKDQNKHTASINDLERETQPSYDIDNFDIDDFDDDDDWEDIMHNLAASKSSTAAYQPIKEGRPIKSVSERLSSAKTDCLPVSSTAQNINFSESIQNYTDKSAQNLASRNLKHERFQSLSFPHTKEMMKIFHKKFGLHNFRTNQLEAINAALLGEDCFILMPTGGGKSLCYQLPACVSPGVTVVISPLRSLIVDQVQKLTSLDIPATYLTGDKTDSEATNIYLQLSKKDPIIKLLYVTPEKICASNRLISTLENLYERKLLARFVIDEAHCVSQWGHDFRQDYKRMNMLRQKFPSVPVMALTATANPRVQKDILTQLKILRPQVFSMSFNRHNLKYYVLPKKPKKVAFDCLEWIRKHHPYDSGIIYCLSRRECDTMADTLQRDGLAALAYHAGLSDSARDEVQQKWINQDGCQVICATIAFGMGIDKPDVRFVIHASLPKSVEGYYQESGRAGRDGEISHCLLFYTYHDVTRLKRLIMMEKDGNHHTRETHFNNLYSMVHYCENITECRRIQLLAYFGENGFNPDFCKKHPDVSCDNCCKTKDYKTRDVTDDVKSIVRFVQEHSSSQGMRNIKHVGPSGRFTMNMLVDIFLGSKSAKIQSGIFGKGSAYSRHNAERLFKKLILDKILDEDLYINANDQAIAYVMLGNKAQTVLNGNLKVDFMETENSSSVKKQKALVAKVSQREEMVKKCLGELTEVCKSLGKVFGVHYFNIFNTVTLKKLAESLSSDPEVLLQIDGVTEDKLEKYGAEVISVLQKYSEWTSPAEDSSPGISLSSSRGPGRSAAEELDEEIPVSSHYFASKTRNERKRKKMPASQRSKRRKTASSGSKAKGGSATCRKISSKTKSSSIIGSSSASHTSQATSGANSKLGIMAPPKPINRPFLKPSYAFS
# Pol iota inh – DNA polymerase iota (human) inhibition | Q9UNA4 | Pol iota fluorescent replication assay, 10 min | Potency, µM (titrated, usually from 115 µM), for inactives: at the top dose activity, negative = inhibition, most hits filed as inhibitors | hit rate 1% among 390,000 | AID 588590; note: potency is the fitted concentration of half-maximal effect
#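 Fluorescent replication assay read twice, at 0 min and 10 min after adding 50 nM (final) substrate. Enzyme (10 nM) and compounds were first incubated 15 min at room temperature; enzyme-free buffer wells were negative controls.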
# Pol kappa inh – DNA polymerase kappa (human) inhibition; Q9UBT6; purified Pol kappa, fluorescent DNA synthesis assay, 10 min; Potency, µM (highest dose often 107 µM), without a hit: at the top dose activity, negative = inhibition, hits mostly inhibitors; hit rate 0.53% among 400,000; AID 588579; note: potency is the fitted concentration of half-maximal effect; % is set by controls: 0 for no effect and ±100 for the full control effect
#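 Inhibition of 10 nM Pol kappa is measured by a fluorescent read-out at 0 and 10 min following addition of 50 nM substrate (final), with a 15-min room-temperature compound preincubation.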
# The depositor's hits bear a star; i = inactive; ? = inconclusive; / = no result given; [ ] = another dose, or the depositor's remark. Unless noted, calls come from the whole dose curve; as a rule, active = well fitted curve in the direction sought with a large enough effect; inconclusive = small, poorly fitted or top-dose-only effect, or another doubt; inactive = no such curve, though single readings can be large; an effect the other way counts as inactive or inconclusive. Some of the compounds tested, so the mix of outcomes need not match the whole.
structure	Pol beta inh	RXFP1 antagonist	Tb PGK inh	APEX1 inh	Apoferritin bind	POLH inh	BLM helicase inh	Pol iota inh	Pol kappa inh
COCCNC(=O)c1cc(Sc2ccc(F)cc2F)nc2ccccc12	9%	13	11%	/	-13%	-5%	-1%	-3%	-1%[60.1 µM]
CCCn1c(CCc2ccccc2)nnc1SCC(=O)N1CCOCC1	-18%	-1	0%	18%	1%	-18%	1%	0%	-2%
CN(Cc1ccc(F)cc1)C(=O)c1sccc1-c1ccccc1	16%	1	8%	44%	-8%	-20%	-4%	23%	-4%
CCOc1ccc2oc(C(=O)N3CCN(Cc4ccccc4)CC3)c(C)c2c1	19%	?	0%	-8%	-7%	-13%	-2%	13%	-10%
CCOc1ccc(CCNC(=O)c2cnc3c(-c4ccc(F)cc4)c(C)nn3c2C)cc1	8%	-16	i	/	1%	-19%	0%	9%	0%
O=C(c1ccccc1F)N1CCN(c2ccccn2)CC1	-5%	7	7%	15%	-2%	-2%	-4%	19%	-16%
Cc1ccc(S(=O)(=O)c2c(C)cc(C)nc2Cl)c(C)c1	11%	-14	-9%	-5%	3%	-11%	-1%	-6%	3%
CC(=O)OCC(OC(C)=O)C(OC(C)=O)C(OC(C)=O)C(=O)Nc1ccccc1 (stereo not given)	-3%	-7	3%	1%	-2%	-4%	2%	-6%	-13%
CNc1ncnc(Sc2ccc(Cl)cc2)c1[N+](=O)[O-]	-13%	-19	i	1%	8%	-22%	-9%	195%[activator]	2%
NC(=O)[C@@H]1CCCN1C(=O)[C@@H](Cc1cnc[nH]1)NC(=O)[C@@H]1CCC(=O)N1	/	1	i	2%	/	-13%	/	9%	0%
CCCn1nc(C(=O)NNC(=O)c2cc(S(=O)(=O)NC)ccc2Br)c2ccccc2c1=O	/	12	4%	10%	/	6%	/	-5%	-11%
Cc1cccc(N(Cc2ccccc2)C(=O)c2ccc(S(C)(=O)=O)cc2)c1	8%	1	-4%	25%	?	-7%	-4%	2%	-10%
CCc1ccccc1NC(=O)CC(c1ccc(F)cc1)N1Cc2ccccc2C1=O (stereo not given)	-4%	11	i	/	11%	-13%	-2%	15%	8%
CC1(C)CC(=O)/C(=C(\O)c2ccccc2)C(=NCCO)C1	25%	-11	-4%	17%	-7%	4%	0%	42%[activator]	-19%
O=c1cn[nH]c2ccc(Br)cc12	/	-15	i	/	/	-16%	/	-7%	0%
CC(C)CC(=O)NC(=S)Nc1ccc(S(=O)(=O)Nc2nccs2)cc1	2%	4	-10%	3%	-3%	0%	0%	-1%	-26%
O=C(COC(=O)C1CC1)Nc1ccc2c(c1)OCO2	-11%	-1	7%	-1%	-9%	-11%	-5%	79%[activator]	-25%
CCOC(=O)C1(Cc2cccc(Cl)c2)CCCN(C(=O)c2cccc(C)n2)C1 (stereo not given)	?	8	7%	4%	-3%	-13%	-5%	7%	2%
CCC(=O)c1ccc(OCC(O)CN2CCOCC2)cc1 (stereo not given)	5%	6	-8%	2%	7%	-12%	1%	21%	0%
COC(=O)[C@]1(Cc2ccccc2)N[C@H](CN(C)C(=O)Nc2ccc(OC)cc2)[C@@H]2C(=O)N(C)C(=O)[C@@H]21	/	/	-4%	24%	/	-20%	/	40%[activator]	2%
O=C(Nc1cccnc1Cl)c1cc(-c2ccc(O)cc2)on1	-23%	-20	3%	10%	1%	-5%	-10%	?	-6%
NC(=NCCc1ccccc1)NS(=O)(=O)c1ccccc1	8%	1	0%	3%	-10%	-19%	0%	1%	-2%
CCN(CC)S(=O)(=O)c1ccc(Cl)c(NC(=O)COC(=O)c2c(C)noc2C)c1	4%	20	7%	4%	2%	-17%	-1%	4%	-12%
COC(=O)c1ccccc1NC(=O)CSc1nnc(-c2cccnc2)o1	-10%	-3	-3%	95%[activator][12.4 µM]	3%	-17%	0%	61%[activator]	4%
COC(=O)c1ccc(NS(=O)(=O)c2cc3c4c(c2)CCN4C(=O)CC3)cc1	/	19	i	-11%	/	-4%	/	21%	8%
CN(C)CCCN(C(=O)c1ccc(C(=O)c2ccccc2)cc1)c1nc2cc3c(cc2s1)OCCO3	4%	-14	i	1%	-21%	-19%	10%	?	10%
CC(=O)c1ccc(NC(=O)c2noc(C)c2[N+](=O)[O-])cc1	20%	3	-1%	4%	0%	1%	2%	?	-13%
COc1cccc(-c2cc(C(=O)N3CCN(C(=O)c4ccco4)CC3)[nH]n2)c1	38%	?	3%	10%	-7%	-1%	1%	-15%	-3%
COc1ccc(OCc2nnc(SCC(=O)N3CCOCC3)o2)cc1	-3%	6	-8%	8%	-17%	-26%	2%	85%[activator]	-6%
CC1Cc2ccccc2N1C(=O)CSc1nc2ccc(NC(=O)COc3ccccc3)cc2s1 (stereo not given)	25%	/	-4%	/	4%	-18%	-5%	28%	9%
O=C(c1ccccc1F)N1CCN(c2ccccc2)CC1	-1%	-2	-4%	?	1%	-5%	1%	-18%	0%
CC(C)C[C@@H](CNCC(=O)[C@H](CC(C)C)NC(=O)c1[nH]cnc1C(=O)N[C@H](CN)CC(C)C)NC(=O)c1nc[nH]c1C(=O)N[C@@H](Cc1ccccc1)C(=O)O	/	/	2%	/	/	-18%	/	?	-1%
COc1ccc(N2CC(NC(=O)c3ccc(S(=O)(=O)N4CCCCC4)cc3)CC2=O)cc1OC (stereo not given)	-2%	/	5%	/	-3%	-18%	1%	2%	-18%[60.1 µM]
CCN(CC(=O)Nc1ccccc1C(F)(F)F)C(=O)CN1C(=O)NC2(CCCCC2)C1=O	/	5	15%	-3%	/	-12%	/	12%	1%
Cc1ccc(NC(=O)c2ccc(Cl)c(S(=O)(=O)NCc3ccco3)c2)c(O)c1	/	-6	i	-7%	/	-12%	/	1%	-3%
CCOc1ccc(S(=O)(=O)NCCC(=O)N(CC)CC(=O)Nc2c(F)cccc2F)cc1	/	-9	-6%	-12%	/	-14%	/	28%	1%
Cc1c(C(=O)N2CCOCC2)c(S(=O)(=O)Nc2cccc(Br)c2)c(C)n1C	11%	-8	i	-1%	-4%	-22%	0%	19%	6%
CC(C)C(=O)O/N=C1\CCS(=O)(=O)c2sccc21	-1%	5	-3%	4%	-5%	9%	-2%	47%[activator]	-6%
Cc1ccc(NC(=O)C2CCCN(c3ncnc4onc(-c5ccc(F)cc5)c34)C2)c(Cl)c1 (stereo not given)	0%	-2	-10%	/	5%	-16%	-1%	0%	-7%
O=C(OCC(=O)c1ccc(Cl)s1)c1ccc(CO)cc1	/	-2	7%	-9%	/	-2%	/	44%[activator]	-3%
COc1ccccc1NC(=O)C(C)OC(=O)Cc1n[nH]c(=O)c2ccccc12 (stereo not given)	/	5	2%	-9%	/	-11%	/	-8%	-5%
CN(CCO)C(=O)CCC(=O)Nc1ccc(S(N)(=O)=O)cc1	4%	2	-11%	13%	-5%	-3%	2%	7%	-9%
CCc1ccc2c(c1)c1nnc(NN)nc1n2C	28%	-5	8%	-2%	-7%	-3%	3%	81%[activator]	8%

# In the list so far, these have a Cl atom:
structure	Pol beta inh	RXFP1 antagonist	Tb PGK inh	APEX1 inh	Apoferritin bind	POLH inh	BLM helicase inh	Pol iota inh	Pol kappa inh
Cc1ccc(S(=O)(=O)c2c(C)cc(C)nc2Cl)c(C)c1	11%	-14	-9%	-5%	3%	-11%	-1%	-6%	3%
CNc1ncnc(Sc2ccc(Cl)cc2)c1[N+](=O)[O-]	-13%	-19	i	1%	8%	-22%	-9%	195%[activator]	2%
CCOC(=O)C1(Cc2cccc(Cl)c2)CCCN(C(=O)c2cccc(C)n2)C1 (stereo not given)	?	8	7%	4%	-3%	-13%	-5%	7%	2%
O=C(Nc1cccnc1Cl)c1cc(-c2ccc(O)cc2)on1	-23%	-20	3%	10%	1%	-5%	-10%	?	-6%
CCN(CC)S(=O)(=O)c1ccc(Cl)c(NC(=O)COC(=O)c2c(C)noc2C)c1	4%	20	7%	4%	2%	-17%	-1%	4%	-12%
Cc1ccc(NC(=O)c2ccc(Cl)c(S(=O)(=O)NCc3ccco3)c2)c(O)c1	/	-6	i	-7%	/	-12%	/	1%	-3%
Cc1ccc(NC(=O)C2CCCN(c3ncnc4onc(-c5ccc(F)cc5)c34)C2)c(Cl)c1 (stereo not given)	0%	-2	-10%	/	5%	-16%	-1%	0%	-7%
O=C(OCC(=O)c1ccc(Cl)s1)c1ccc(CO)cc1	/	-2	7%	-9%	/	-2%	/	44%[activator]	-3%
